# All columns: NCI-60 one-dose screen, growth in % after 48 h at 10 µM unless noted; 100 = growth as untreated, 0 = no growth, -100 = all killed.
# HCC-2998 – HCC-2998 colon cancer; hit rate 4.7% among 79,000
# SF-539 – SF-539 CNS cancer. AID 1794752. hit rate 6.8% among 81,000
# SW-620 – SW-620 colon cancer. hit rate 5.2% among 82,000
# HT29 – HT29 colon cancer | AID 1794748 | hit rate 7.4% among 81,000
# SNB-19 – SNB-19 CNS cancer cells; hit rate 2.5% among 81,000
# KM12 – KM12 colon cancer cells | AID 1794800 | hit rate 5% among 82,000
# DU-145 – DU-145 prostate cancer; hit rate 4.2% among 81,000; AID 1794760
# PC-3 – PC-3 prostate cancer cells. hit rate 3.9% among 80,000
# SNB-75 – SNB-75 CNS cancer | AID 1794750 | hit rate 5% among 79,000
# * = called active by the depositor; . = no result given; & = joins results of further samples; ! = a repeat was not active. How the source made its calls: active means growth percent below 10; inactive means the rest.
SMILES,HCC-2998,SF-539,SW-620,HT29,SNB-19,KM12,DU-145,PC-3,SNB-75
CC(C)=C1C2CCC1C1C(=O)OC(=O)C21 (centres undefined),105,103,109,79,96,109,109,98,88
COc1ccc(C(=O)NNC(=O)CSc2nc3sc4c(c3c(=O)n2-c2ccc(Cl)cc2)CCCC4)cc1,111,-55*,88,91,63,98,89,81,45
N#CC1C=CN(CC(=O)c2ccc(Cl)cc2)c2ccc3cccnc3c21 (centres undefined),109,96,96,97,90,95,94,61,92
N#C/C(C(=O)c1ccccc1)=C1/C(=O)Nc2ccc(F)cc21,104,97,101,116,98,109,110,93,78
O=C(NCc1ccccc1)C12CC3CC(CC(C3)C1)C2,109,94,104,100,93,105,107,100,142
C=C1CCC2C3(C)COC(C)(C)OC3CCC2(C)C1C/C=C1/C(=O)OCC1OC(C)=O (centres undefined),100,.,-39*,18,110,10,42,56,58
Brc1cnc2ccccc2c1,100,103,96,102,96,100,102,97,106
CCCCCCCCCCCCCCCCCCOc1cccc(CC(=O)OCC[N+](CC)(CC)CC)c1,56,51,79,65,38,83,74,55,62
CN(C)C(=S)Sc1nsc(SC(=S)N(C)C)n1,117,102,96,88,100,103,104,94,103
COc1ccc(/C=N/C2=C(C#N)C(c3ccccc3)c3c(ccc4ccccc34)O2)cc1 (centres undefined),49,6.9*,29,5.3*,23,29,25,23,-39*
O=C([C@@H](COCc1ccccc1)N1C(=O)[C@@H](N2C(=O)OC[C@@H]2c2ccccc2)[C@H]1/C=C/c1ccccc1)N1CCC(CCN2CCCCC2)CC1,84,.,98,45,95,97,100,67,91
CC(C)(O)CN/C=C(\C(=O)OC(C)(C)C)N1C(=O)C2CCCCC2C1=O (centres undefined),110,100,114,106,106,108,110,96,91
COc1cc2c(N(c3ccccc3)c3ccccc3)ncnc2c(OC)c1OC,97,108,95,107,93,108,110,88,89
COc1cccc(C(=O)Nc2cccc(-c3cc(=O)c4c(O)c(OC)c(OC)cc4o3)c2)c1,88,77,81,72,83,56,63,40,87
C#C[C@]1(O)CCC2C3CCC4=CC(=O)CC[C@@H]4C3CC[C@@]21C (some centres undefined),104,103,103,96,95,101,103,89,92
O=C(Nc1cccc2c(OC(=O)C(Cl)Cl)c(N=Nc3ccc(S(=O)(=O)Nc4nccs4)cc3)cc(N=Nc3ccc(S(=O)(=O)Nc4nccs4)cc3)c12)C(Cl)Cl (tested in a mixture with another compound),119&111,102&96,113&101,102&118,89&106,101&102,108&113,92&93,76&92
c1ccc2c(c1)ccc1[nH]c3c(c12)CCCC3,80,60,68,61,86,80,91,78,64
C/C(=N/Nc1ccccc1)C(=O)O,86,80,55,85,100,52,79,76,100
COc1ccc(NC(=O)c2cc(OC)c3c(c2)OCO3)cc1,95,100,110,115,100,104,118,102,.
COC(=O)C(C#N)(C#N)C1N2CN3CN(C2)CN1C3 (centres undefined),107,100,98,103,99,105,109,98,90

# Another view of some results above:
structure	HCC-2998	SF-539	SW-620	HT29	SNB-19	KM12	DU-145	PC-3	SNB-75
COc1ccc(NC(=O)c2cc(OC)c3c(c2)OCO3)cc1	95	100	110	115	100	104	118	102	.
COC(=O)C(C#N)(C#N)C1N2CN3CN(C2)CN1C3 (centres undefined)	107	100	98	103	99	105	109	98	90

# The main list resumes, starting seven compounds before the break.
SMILES,HCC-2998,SF-539,SW-620,HT29,SNB-19,KM12,DU-145,PC-3,SNB-75
COc1cccc(C(=O)Nc2cccc(-c3cc(=O)c4c(O)c(OC)c(OC)cc4o3)c2)c1,88,77,81,72,83,56,63,40,87
C#C[C@]1(O)CCC2C3CCC4=CC(=O)CC[C@@H]4C3CC[C@@]21C (some centres undefined),104,103,103,96,95,101,103,89,92
O=C(Nc1cccc2c(OC(=O)C(Cl)Cl)c(N=Nc3ccc(S(=O)(=O)Nc4nccs4)cc3)cc(N=Nc3ccc(S(=O)(=O)Nc4nccs4)cc3)c12)C(Cl)Cl (tested in a mixture with another compound),119&111,102&96,113&101,102&118,89&106,101&102,108&113,92&93,76&92
c1ccc2c(c1)ccc1[nH]c3c(c12)CCCC3,80,60,68,61,86,80,91,78,64
C/C(=N/Nc1ccccc1)C(=O)O,86,80,55,85,100,52,79,76,100
COc1ccc(NC(=O)c2cc(OC)c3c(c2)OCO3)cc1,95,100,110,115,100,104,118,102,.
COC(=O)C(C#N)(C#N)C1N2CN3CN(C2)CN1C3 (centres undefined),107,100,98,103,99,105,109,98,90
CCCCCCCN1C(=O)/C(=c2\sc3n(c2=O)C2C(NN=3)N(CC)C(=O)N2CC)c2ccccc21 (centres undefined),97,88,101,109,80,100,102,95,.
Clc1ccc(-c2nc(-c3cccs3)no2)c(Cl)c1,68,108,88,.,104,99,99,83,63
COc1cc(C2CC(c3cc(OC)c(OC)c(OC)c3)=Nc3c(N)nc(N)nc3N2)ccc1Oc1nc(Nc2ccc(F)cc2)nc(N(C)C)n1 (centres undefined),37,62,51,7.0*,71,43,71,34,56
CC1CC(N2CSC(=S)N(C3CC(C)CC(C)(C)C3)C2)CC(C)(C)C1 (centres undefined),97,105,80,78,109,82,92,67,130
OC(Cc1cnc2ccccc2c1)(c1ccccc1)c1ccccc1,106,112,102,108,100,97,111,87,89
Cc1ccc([C@@H]2C[C@H](O)Cc3cc(F)ccc3N2)o1,96,96,103,107,110,101,113,97,90
O=C(CSc1nc2sc3c(c2c(=O)[nH]1)CCCC3)NCCO,110,99,105,109,104,99,106,107,104
CN1c2ccccc2C(=O)N(NC(=O)Nc2ccc(F)cc2)C1c1ccc(F)cc1 (centres undefined),108,90,116,102,92,85,101,62,72
O=[N+]([O-])c1ccc(-n2[nH]nnc2=S)cc1,101,104,103,99,98,108,112,92,89
CCOC(=S)Nc1ccccc1,101,92,108,93,103,103,109,99,96
O=C(/C=C/c1cn(Cc2ccc(Cl)cc2)c2ccccc12)c1ccc(F)cc1,76,88,61,64,91,26,64,53,92
O=C(Nc1cccc(F)c1)c1cc(=O)[nH]c2cc(Br)ccc12,65,48,28,9.9*,55,21,74,44,44
Cc1cc2nc3c4cc(O)ccc4n(CCN(C)C)c3nc2cc1C,-23*,-13*,3.5*,2.0*,2.2*,10,6.4*,6.5*,-5.8*
O=C(O)C(c1ccccc1)N1C(=O)/C(=C/C2=Cc3ccccc3OC2)SC1=S (centres undefined),107,94,96,106,97,99,103,91,73
NS(=O)(=O)c1cccc(N2C(=O)c3ccc(C(=O)O)cc3C2=O)c1,99,106,99,98,103,97,100,94,92
C=CCOC1=C(c2ccccc2)C(c2ccc(OC)cc2)N(Cc2ccc(OC)cc2OC)C1=O (centres undefined),90,105,92,65,79,84,102,55,94
O=C(Nc1ccc(Oc2cccc(Cl)c2)c(Cl)c1)c1cnccn1,51,-35*,23,2.1*,34,21,23,11,-21*
COc1ccc(-c2cc(C)nc3[nH]c(=O)sc23)cc1,84,49,98,93,54,81,67,81,-4.0*
CC1(C)CCc2cc(-c3ccn(S(=O)(=O)c4ccccc4Cl)n3)ccc2O1,82,88,79,33,88,62,94,71,99
Cc1cc(C)c(O)c(CN(C)Cc2cc(Cl)cc(Cl)c2O)c1,64&53,85&72,36&50,117,71&65,72&67,76,56,92&84
Cn1c2c(c3ccc(Cl)cc31)-n1cccc1C2=O,101,95,94,71,85,100,89,101,87
CSc1nn2c(=O)c3c4c(sc3nc2n1-c1ccc(C)cc1)CN(C)CC4,115,101,106,93,111,106,106,.,100
Cc1cccc2nc3c(n12)C(=O)C(=O)c1ccccc1-3,115,69,79,78,61,91,77,40,136
CC1COCC(C)N1 (centres undefined),105,95,108,102,105,115,115,98,103
O=C1OC(c2ccc(Cl)c(Cl)c2)=C/C1=C/c1ccc([N+](=O)[O-])cc1,106,99,102,124,98,102,108,101,94
N=C(N)c1ccc(-c2ccc(-c3cc(Cl)cc(Cl)c3)s2)cc1,-65*,-93*,-71*,-38*,-74*,-77*,-90*,-82*,-91*
O=CN1N=C(c2ccc(Cl)cc2)CC1c1sc(Cl)nc1Cl (centres undefined),125,103,112,96,89,103,97,90,105
Cc1cc(=O)n(C(C)Cc2ccccc2)n1C(C)Cc1ccccc1 (centres undefined),103&101,98&102,105&96,101&106,100&96,101&107,109&110,90&91,87&91
COc1ccccc1C=NCCCCCCN=Cc1ccccc1OC,104,114,.,97,106,121,107,115,99
O=C(OCCOCCOC(=O)Oc1ccccc1)Oc1ccccc1,102,98,105,87,103,112,102,118,88
O=C1O/C(=C\c2ccccc2)c2ccccc21,105,107,109,100,105,107,103,98,89
O=c1c2c([nH]c3ccccc13)CCCC2,56,46&99,16&93,2.6*!,57&102,20&99,71&106,58&85,34
CCOC(=O)CC1CSC(c2cccc(Cl)c2)=N1 (centres undefined),83,114,108,102,106,108,111,103,106
O=C(Nc1ccc([N+](=O)[O-])cc1)N1CCC2N(C(=O)Nc3ccc([N+](=O)[O-])cc3)CCC3N(C(=O)Nc4ccc([N+](=O)[O-])cc4)CCC1N23 (centres undefined),107,94,93,98,102,117,100,84,92
COc1ccc(S(=O)(=O)Nc2ccc(-c3ccc4c(c3)NC(=O)/C4=C\c3ccc[nH]3)cc2)cc1OC,24,-46*,16,8.8*,3.6*,34,10,44,14
CCn1c(Sc2nn3cc(-c4ccc(Cl)cc4)nc3s2)nc2c1c(=O)n(C)c(=O)n2C,99,93,96,100,103,107,108,96,93
Cc1ccc(Nc2ncnc3c2cnn3-c2cccc(Br)c2)cc1,103,101,107,102,98,105,107,86,72
C=C1SC(=Nc2cccc(OC)c2)N(c2nc(Cl)nc(Cl)n2)C12CCCCC2,112,110,105,104,106,.,109,101,95
C#CCOc1ccc(C(Nc2cc(C)ccc2C)c2nnnn2C2CCCCC2)cc1 (centres undefined),99,99,95,90,86,93,97,78,89
O=C(Nc1csnn1)c1csnn1,112,.,105,105,.,103,102,93,89
CCN1CCN(CCOc2ccc(CNc3ccc4nc(CCC5CCCCC5)[nH]c4c3)cc2)CC1,4.2*,-87*,22,8.3*,39,47,50,42,80
CC(=O)Nc1nc(C)c(C(=O)NNC(=O)Nc2ccccc2)s1,104,99,100,99,94,99,101,85,98
COc1ccc([C@@H]2c3[nH]c4ccccc4c3C[C@H]3C(=O)N(C4CCN(Cc5c(F)cccc5F)CC4)CC(=O)N23)c(OC)c1,86,80,79,56,69,83,82,40,92
CC[C@@](C)(NC(=O)[C@H](C)NC(=O)CCNC(=O)C(C)(C)NC(=O)[C@H](C)NC(=O)[C@@H]1CCCN1C(=O)[C@@](C)(CC)NC(=O)[C@H](Cc1ccccc1)NC(=O)C1CCCN1C(=O)C(C)(C)NC(=O)C1CCCN1C(=O)C(C)(C)NC(C)=O)C(=O)NCCC(=O)N[C@@H](CC(C)C)C(=O)NC(C)(C)C(=O)NCCC(=O)N[C@@H](CC(C)C)C(=O)NC(C)(C)C(=O)NC(C)(C)C(=O)N[C@@H](CC(C)C)C(=O)NCCC(=O)NCO (some centres undefined),-96*,-90*,-79*,-71*,-87*,-95*,-100*,-95*,-96*
Cn1ncc2c(=O)nc3c(-c4nc5ccccc5[nH]4)n[nH]n3c21,107,112,98,108,105,102,104,93,107
CN(Cc1ccccc1)CC1CCCCC1=O (centres undefined),96,95,104,101,106,101,105,102,91
C=CCc1cc(C(=O)OCC)cc(OC)c1O,101,101,106,98,99,106,110,93,103

# Look-ups from above:
# CC(=O)Nc1nc(C)c(C(=O)NNC(=O)Nc2ccccc2)s1 in DU-145 is listed with 101
# CCN1CCN(CCOc2ccc(CNc3ccc4nc(CCC5CCCCC5)[nH]c4c3)cc2)CC1 in SNB-19 is listed with 39
# CN(Cc1ccccc1)CC1CCCCC1=O (centres undefined) in HCC-2998 is listed with 96
# C=CCc1cc(C(=O)OCC)cc(OC)c1O in KM12 is listed with 106
# COc1ccc([C@@H]2c3[nH]c4ccccc4c3C[C@H]3C(=O)N(C4CCN(Cc5c(F)cccc5F)CC4)CC(=O)N23)c(OC)c1 in PC-3 is listed with 40
# Cn1ncc2c(=O)nc3c(-c4nc5ccccc5[nH]4)n[nH]n3c21 in KM12 is listed with 102

# Assay outcomes deposited in PubChem BioAssay by NCI.
